# VEEV TC-83 Vero: inhibitors of VEEV TC-83 cytopathic effect, confirmation, Vero cells (AID 588727); Vero cells, VEEV TC-83 cytopathic effect inhibition; higher % means a stronger effect; inhibition, % at 20 µM, or IC50 in µM where a hit was titrated; 350,000 tested, 0.13% active; in the data active = a potency from the dose series; inconclusive = inhibition mostly from about 14% at the one dose, without a potency; inactive = the rest, 99 in 100 with inhibition below about 12%; also: strong numbers were not always called active
# M. tuberculosis HTS: M. tuberculosis growth inhibition, HTS (AID 449762) | M. tuberculosis H37Rv growth inhibition, 7H9 media; higher % means a stronger effect | inhibition, % at 25 µM; hits with a dose series show IC50 in µM | 330,000 tested, 0.59% active; in the data active = a potency from the dose series; inconclusive = inhibition above about 70% without an active follow-up result;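 also: bacterial growth assessed after seven days of incubation; strong numbers were not always called active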
# M. tuberculosis: growth inhibition of non-replicating M. tuberculosis (AID 488890). 320,000 tested, 0.39% active. inhibition, % at 25 µM, or IC50 in µM where a hit was titrated. Mycobacterium tuberculosis non-replicating, growth inhibition; higher % means a stronger effect; in the data active = a potency from the dose series; inconclusive = inhibition mostly from about 82% at the one dose, without a potency; inactive = the rest, 99 in 100 with inhibition below about 76%;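 also: plate controls were DMSO cells for no effect and high antibiotic wells for full effect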
# influenza NS1A: NS1A inhibition, H1N1 influenza, cell based functional assay (AID 504329). NS1A functional cell-based assay, percent inhibition; higher % means a stronger effect. inhibition, % at 12.5 µM; hits with a dose series show IC50 in µM. 340,000 tested, 0.3% active; in the data active = a potency from the dose series; inconclusive = inhibition above about 27% without an active follow-up result; also: strong numbers were not always called active
# Salmonella PhoP GFP: PhoP regulon inhibitors, Salmonella typhi PhoP promoter GFP reporter, confirmatory (AID 1850); Salmonella Typhi PhoP-promoter GFP reporter, fluorescence, 4 h; higher % means a stronger effect; inhibition, % at 50 µM; hits with a dose series show IC50 in µM; 310,000 tested, 0.33% active; in the data active = a potency from the dose series; inconclusive = inhibition mostly from about 25% at the one dose, without a potency; inactive = the rest, 99 in 100 with inhibition below about 19%;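 also: 0% = induced wells with vehicle and 100% = uninduced wells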
# VEEV TC-83 Vero 10K pilot screen: recorded beside VEEV TC-83 Vero, whose call it bears; inhibition, %; measured here: 10K pilot screen inhibition
# * marks the source's active call; other numbers are inactive results; i = inactive; ? = inconclusive; . = no result given; & = joins results of further samples.
SMILES,VEEV TC-83 Vero,M. tuberculosis HTS,M. tuberculosis,influenza NS1A,Salmonella PhoP GFP,others
Cc1cccc(C)c1NC(=S)N(C)CCc1ccccn1,i,-3%,-16%,-5%,4%,
Nc1c(-c2ccccc2)c(CSc2nc3ccccc3[nH]2)nn1-c1ccc(C(=O)O)cc1,0.9%,5%,-8%,9%,-8%,
c1ccc(Cn2nnnc2-c2ccco2)cc1,0.1%,5%,14%,-30%,-13%,
CCC1CN2CCc3cc(OC)c(OC)cc3C2CC1CC1NCCc2c1[nH]c1ccc(O)cc21 (configuration not stated),i,.,.,-4%,.,
Cc1cccc(-c2noc(-c3ccc(F)cc3)n2)c1,5.0%,2%,1%,7%,9%,
COc1ccccc1N1CCN(S(=O)(=O)CCNC(=O)c2ccccc2Br)CC1,1.1%,-2%,16%,8%,-6%,
CC[C@]12c3[nH]c4cc(-c5ccco5)ccc4c3CCN1C(=O)[C@@H](CC(=O)NCCc1ccccn1)C[C@@H]2C(=O)N1CCN(C(=O)c2ccco2)CC1,i,.,.,-2%,.,
CCN(CCNC(=O)C1CCCN(c2ncnc3c2nc2n3CCCCC2)C1)Cc1ccccc1 (configuration not stated),i,2%,9%,-5%,-11%,
O=C(Nc1ccccc1F)n1ncc2cc(Cl)ccc21,1.5%,6%,-9%,1%,3%,
CCC(C)NC(=O)CNC(=O)Cn1c(C)cc2ccccc2c1=O (configuration not stated),6.7%,-4%,3%,-10%,-3%,
Cc1ccc(-n2nc(C(=O)NCc3ccc(C)o3)c3c4ccccc4n(C)c3c2=O)cc1,2.1%,-7%,-6%,-7%,-8%,
COc1ccc(C(=O)NCC(=O)OCC(=O)c2c(C)[nH]c3ccccc23)cc1OC,4.6%,2%,11%,6%,.,
COc1cc(C(=O)NNC(=O)/C=C/c2ccccc2)cc(OC)c1OC,i,-1%,-2%,-1%,.,
CC(C)C[C@H](NC(=O)[C@@H]1CCCN1C(=O)[C@@H](N)Cc1ccc(O)cc1)C(=O)NCC(N)=O,0.2%,-7%,0%,5%,-5%&-1%,
Cc1ccc(C(=O)OCC(=O)NCc2ccc3c(c2)OCO3)o1,0.6%,-1%,9%,0%,.,
NC(=O)COc1ccc(C23CC4CC(CC(C4)C2)C3)cc1,0.3%,?,?,5%,-10%,
CCN(CC)C(=O)CC(c1cc(OC)c(OC)c(OC)c1)c1c(O)cc(OC)cc1OC (configuration not stated),3.9%,-6%,0%,-5%,2%,
c1ccc2c(c1)nc(NC1CCCCC1)c1nncn12,12%,-10%,.,-6%,-6%,
COCC(COCCCNC(=O)Nc1ccc(Br)cc1)OC (configuration not stated),0.5%,-1%,29%,10%,-9%,
COC(=O)CCC/C=C1/SCC(NC(=O)c2ccccc2)C1NC(C)=O (configuration not stated),3.7%,5%,2%,-10%,8%,
O=C(CNc1ccc2c(c1)OCO2)N/N=C\c1ccccc1Cl,1.2%,-3%,20%,15%,-4%,VEEV TC-83 Vero 10K pilot screen=1.0
Cc1ccc(C(=O)Nc2ccc(S(=O)(=O)N3CCOCC3)cc2)cc1C,1.6%,-4%,-5%,2%,1%,
Cc1ccc(N=Nc2c(N)n[nH]c2N)cc1,0.1%,-6%,-8%,-30%,0%,
Cc1cccc(NNC(N)=S)c1,1.9%,?,?,2%,4%,
Nc1nc(SCC(=O)Nc2ccccc2)nc2nc3c(cc12)CCCC3,8.9%,3%,8%,-8%,-4%,
SMILES,VEEV TC-83 Vero,M. tuberculosis HTS,M. tuberculosis,influenza NS1A,Salmonella PhoP GFP,others
CC(Cc1ccccc1)NC(=S)CN1CCCC1=S (configuration not stated),0.7%,-2%,-5%,-15%,1%,
CN(C)S(=O)(=O)N(CC(=O)NCc1ccccc1)c1ccccc1,0.7%,-2%,-8%,-6%,-13%,
CCOc1cc(CN2CCN(CCc3ccccc3)C(CCO)C2)ccc1OC (configuration not stated),i,-3%,20%,-1%,-5%,
CCOC(=O)c1ccc(COc2nc3ccccc3nc2-c2ccccc2NC(C)=O)o1,i,6%,-7%,-6%,-10%,
O=C1OC(Nc2ccc(F)c([N+](=O)[O-])c2)c2ccccc21 (configuration not stated),i,-5%,-6%,-1%,6%,
O=C(CSc1n[nH]c(-c2ccncc2)n1)Nc1ccccc1C(F)(F)F,0.6%,-7%,-9%,2%,-2%,
COCCNC(=O)C(c1ccccc1C)N(CCOC)C(=O)Cn1nnc2ccccc21 (configuration not stated),1.2%,-9%,-4%,-3%,-15%,
Cc1occc1-c1nnc(SCC(=O)Nc2nc(-c3ccccc3)cs2)o1,2.4%,-7%,-1%,-9%,-1%,
COc1cccc(C(=O)Nc2ccccc2N2CCN(C(=O)c3ccccc3)CC2)c1,8.1%,-6%,35%,-10%,.,
Cc1cc(C(=O)CSc2ncccn2)c(C)n1Cc1ccco1,1.1%,4%,32%,-16%,-3%,
O=C(COn1nnc2ccc(Cl)cc21)NC1CCS(=O)(=O)C1 (configuration not stated),0.9%,.,.,7%,.,
CC1(C)CC(=O)C=C(NC2CCCC(O)C2)C1 (configuration not stated),i,-14%,1%,14%,-6%,
CCCCOc1ccc(/C(O)=C2/C(=O)C(=O)N(Cc3cccnc3)C2c2ccncc2)c(C)c1 (configuration not stated),i,-12%,-11%,-9%,-3%,
NC(=O)c1nnn(-c2cccc(C(F)(F)F)c2)c1-c1ccccc1,0.3%,-7%,1%,10%,4%,
OC(CSc1ccccc1)CN1CCN(c2cccc(Cl)c2)CC1 (configuration not stated),0.8%,.,.,3%,.,
Cc1cccc(C)c1OCCNC(=O)C(=O)NCc1ccco1,i,-8%,-4%,-12%,-8%,
CCOc1cc(NC(=S)NCCCN2CCOCC2)c(OCC)cc1NC(=O)C(C)C,i,-6%,-13%,2%,-7%,
COc1cccc(NC(=O)CSc2nc3ccccc3nc2N2CCCC2)c1,?,-5%,34%,17%,-9%,
COc1ccc(S(=O)(=O)Nc2cc(C(=O)NCCCOC(C)C)ccc2N2CCOCC2)cc1,0.3%,6%,5%,-3%,-20%,
O=C(C[n+]1ccccc1)Nc1c(Cl)cc(Cl)cc1Cl,0.8%,-4%,-4%,.,-2%,
CSc1nc(C)nc(N/C=C(\C#N)S(=O)(=O)c2ccccc2Cl)n1,2.2%,-4%,-3%,4%,-4%,
COc1ccc(NC(=O)CN2C(=O)C(C)Oc3ccccc32)c(OC)c1 (configuration not stated),i,-4%,12%,26%,-3%,
COc1ccc(NC(=O)Nc2cccc3ccccc23)cc1S(N)(=O)=O,1.2%,9%,29%,-3%,-1%,
CCOC(=O)N1CCN(CCC(=O)Nc2ccc(C)c(Br)c2)CC1,1.1%,?,32%,0%,9%,
O=C(Nc1ccc(Cl)cc1)C1CCCN(S(=O)(=O)c2cnc[nH]2)C1 (configuration not stated),i,-5%,.,-13%,-12%,
SMILES,VEEV TC-83 Vero,M. tuberculosis HTS,M. tuberculosis,influenza NS1A,Salmonella PhoP GFP,others
CN(C)C(=O)CCc1ccc2c3c([nH]c2c1)[C@]1(C)[C@@H](C(=O)N2CCOCC2)C[C@H](CC(=O)NCc2cccc(C(F)(F)F)c2)C(=O)N1CC3,i,.,.,16%,.,
O=C(Oc1ccccc1)c1cc2ccccc2o1,1.5%,?,6.7µM*,5%,38µM*,
Cc1cc(C(C)(C)C)cc(C)c1C[n+]1ccc2ccccc2c1,i,-10%,2%,-4%,5%,
S=C(Nc1ccccc1)N1CCOCCOCCN(C(=S)Nc2ccccc2)CCOCCOCC1,i,3%,23%,-12%,7%,
COc1cccc(N/C(SCc2cccc([N+](=O)[O-])c2)=C(/C#N)C(=O)NCc2cccs2)c1,i,-2%,23%,-1%,-12%,
O=[N+]([O-])c1cccc(/C=N/Nc2nccnc2Cl)c1,1.7%,0%,15%,20%,-6%,
COC(=O)C1CCN(C(=O)Cc2ccc(Br)cc2)CC1,4.7%,2%,28%,7%,1%,
COC(=O)C1=CN(Cc2ccc(OC)c(OC)c2)C=C(C(=O)OC)C1c1cccc(OC)c1OC,0.8%,-3%,14%,-9%,1%,
CCn1c(CSc2ncccn2)nnc1SCC(=O)N1c2ccccc2CC1C (configuration not stated),1.1%,?,44%,-2%,-12%,
CCNC(=S)N/N=C(\C)c1cccc(OC)c1,1.2%,?,?,-11%,1%,
COc1ccc(OC)c(N2C(=NC(=O)C3CCCCC3)SC3CS(=O)(=O)CC32)c1 (configuration not stated),0.6%,9%,20%,6%,6%,
CCOC(=O)C1CN(S(=O)(=O)c2ccc(F)cc2)C1,8.2%,2%,3%,-8%,-3%,
CCC(=O)NC(c1ccco1)c1cc(Cl)c2cccnc2c1O (configuration not stated),11%,20%,55%,-5%,1%,
CC(=O)c1cc(-c2ccccc2)n(CC(=O)Nc2cccc(C)c2)c1C,i,-2%,-17%,-5%,-7%,
COCCCn1cc(C(=O)c2ccccc2OCC(=O)Nc2cccc(F)c2)cc(C#N)c1=O,8.7%,6%,2%,-40%,0%,
O=[N+]([O-])c1cccc(C(=Nc2ccc(Cl)cc2)NO)c1,i,13%,12%,-2%,4%,
O=C1CN(C(=O)CSc2nncs2)c2ccccc2N1,0.4%,2%,-4%,-8%,6%,
CN(c1ccc(OCC(=O)OCC(=O)Nc2ccccc2)cc1)S(=O)(=O)c1cccs1,i,2%,19%,6%,5%,
CCn1c(C(=O)N2CCCC(C(=O)O)C2)cc2sccc21 (configuration not stated),3.1%,-3%,-3%,4%,0%,
CCOc1ccc2[nH]c(=O)c(CN(CC3COCCO3)C(=O)c3ccc(C)cc3)cc2c1 (configuration not stated),8.8%,0%,7%,-2%,1%,
O=C(NCc1ccc(-c2nc3ccccc3s2)cc1)c1ccco1,0.3%,-3%,9%,28%,8%,
O=C(Nc1ccc(Sc2ccc(Br)cc2)cc1)c1ccco1,2.7%,-1%,52%,6%,-2%,
Cc1cccc(NC(=O)CS(=O)(=O)c2c[nH]c3ccccc23)c1C,8.1%,3%,5%,-3%,-6%,
Clc1ccc(-c2nnc(-c3ccco3)o2)cc1,0.8%,-1%,?,26%,16%,
O=C(COC(=O)c1cccnc1Cl)NC12CC3CC(CC(C3)C1)C2,1.6%,-2%,3%,2%,.,

# 4 structures from above, ordered by molar mass, rising.
SMILES,VEEV TC-83 Vero,M. tuberculosis HTS,M. tuberculosis,influenza NS1A,Salmonella PhoP GFP,others
CCNC(=S)N/N=C(\C)c1cccc(OC)c1,1.2%,?,?,-11%,1%,
O=C1CN(C(=O)CSc2nncs2)c2ccccc2N1,0.4%,2%,-4%,-8%,6%,
COC(=O)C1CCN(C(=O)Cc2ccc(Br)cc2)CC1,4.7%,2%,28%,7%,1%,
COc1cccc(N/C(SCc2cccc([N+](=O)[O-])c2)=C(/C#N)C(=O)NCc2cccs2)c1,i,-2%,23%,-1%,-12%,

# 3 compounds picked at random from those above:
SMILES,VEEV TC-83 Vero,M. tuberculosis HTS,M. tuberculosis,influenza NS1A,Salmonella PhoP GFP,others
O=C(Oc1ccccc1)c1cc2ccccc2o1,1.5%,?,6.7µM*,5%,38µM*,
O=C(COC(=O)c1cccnc1Cl)NC12CC3CC(CC(C3)C1)C2,1.6%,-2%,3%,2%,.,
CCn1c(CSc2ncccn2)nnc1SCC(=O)N1c2ccccc2CC1C (configuration not stated),1.1%,?,44%,-2%,-12%,

# Next section:
SMILES,VEEV TC-83 Vero,M. tuberculosis HTS,M. tuberculosis,influenza NS1A,Salmonella PhoP GFP,others
COc1ccc(OC)c(-n2c(-c3ccc(S(C)(=O)=O)cc3)cc(C=O)c2C)c1,3.4%,0%,8%,7%,13%,
COCCNC(=S)NCc1cccs1,0.6%,3%,11%,-2%,13%,
O=C(NCc1ccccn1)c1cccc(NS(=O)(=O)c2ccccc2F)c1,0.5%,-2%,-14%,16%,-6%,
COc1ccc(OCCCC(=O)NCC(C)C)cc1,0.1%,2%,71%,-4%,-11%,
O=[N+]([O-])c1ccccc1S(=O)(=O)NCCSCc1ccco1,2.0%,5%,10%,1%,.,
COc1ccc(CCNC(=O)C2CCCN(S(=O)(=O)c3cnc[nH]3)C2)cc1OC (configuration not stated),i,-5%,-6%,5%,-19%,
CC1CCN(C(=O)CCN2C(=O)C3C4C=CC(C4)C3C2=O)CC1 (configuration not stated),1.0%,1%,61%,1%,4%,
COc1ccc2nccc(C(N)=O)c2c1,1.0%,0%,-7%,-14%,-3%,
COc1ccccc1NC(=S)NCc1ccccn1,0.0%,8%,3%,5%,-4%,
Cc1ccc(NC(=O)COC(=O)c2cccc3c2C(=O)c2ccccc2C3=O)c(C)c1,11%,-1%,-13%,6%,-7%,
C[C@]12c3[nH]c4ccc(Cl)cc4c3CCN1C(=O)[C@@H](CC(=O)NCc1ccco1)C[C@@H]2C(=O)N1CCCCC1,5.2%,.,.,-11%,.,
COc1cc(/C=c2\sc3n(c2=O)C(c2ccccc2)C(c2ccccc2)=NN=3)ccc1O (configuration not stated),7.6%,?,31%,15%,-11%,
